IDH1 R132H inh – blocks human mutant IDH1 R132H enzyme | O75874 | IDH1-R132H enzyme, NADPH consumption, diaphorase/resazurin fluorescence | Potency, µM (doses to about 76.6 µM), inactives show at the top dose activity change, negative = inhibition, actives largely listed as inhibitors | actives 0.093% (n = 390,000) | AID 602179; also: potency is read from the fitted curve at half-maximal effect; % is scaled to controls: 0 for no effect and ±100 for the full control effect; nearly all actives have a fitted effect of over 65% in size
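IDH1-R132H (0.5 ug/mL dispensed) in pH 7.5 Tris buffer was preincubated 30 min with compound, then given a substrate mix of 0.016 mM NADPH and 2 mM alpha-KG for 80 min at room temperature; remaining NADPH was read by diaphorase/resazurin fluorescence.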
Vif-A3G inh – Vif-A3G binding inhibition; Q9HC16; HeLa A3G-eYFP + Vif (tagged APOBEC3G with the HIV-1 protein that degrades it), YFP fluorescence, overnight; Potency, µM (highest dose often 46.1 µM), for the others: top-dose activity, negative = active, most hits filed as inhibitors; actives 0.076% (n = 410,000);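 also: potency is read from the fitted curve at half-maximal effect; % is scaled to controls: 0 for no effect and ±100 for the full control effect; nearly all actives have a fitted effect of over 60% in size; hits raise eYFP signal because A3G escapes Vif-driven loss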
Target sequence (Q9HC16 whole entry, looked up): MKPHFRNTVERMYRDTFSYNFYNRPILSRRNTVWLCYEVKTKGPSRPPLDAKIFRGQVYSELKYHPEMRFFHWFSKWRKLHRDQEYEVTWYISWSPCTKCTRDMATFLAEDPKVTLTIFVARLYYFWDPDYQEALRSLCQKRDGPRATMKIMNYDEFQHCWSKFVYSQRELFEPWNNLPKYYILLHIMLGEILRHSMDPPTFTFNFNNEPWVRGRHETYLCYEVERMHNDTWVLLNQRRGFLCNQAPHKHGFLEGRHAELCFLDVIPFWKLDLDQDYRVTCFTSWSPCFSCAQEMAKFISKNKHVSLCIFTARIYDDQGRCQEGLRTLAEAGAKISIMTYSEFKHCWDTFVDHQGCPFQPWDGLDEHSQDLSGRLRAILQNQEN
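Read-out is eYFP fluorescence (Ex 488/Em 500-530) from Vif-expressing HeLa A3G-eYFP cells; more signal means A3G escaped Vif-mediated degradation. Cells plated overnight, compound pinned in, incubated overnight at 37 deg C.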
RGS4 inh – blocks human RGS4-accelerated GTP hydrolysis; Transcreener GDP fluorescence polarization, RGS4-accelerated GTP hydrolysis; Potency, µM (doses to about 114 µM), for the others: top-dose activity change, negative = inhibition, most hits filed as inhibitors; actives 0.039% (n = 390,000); also: potency is read from the fitted curve at half-maximal effect; % is scaled to controls: 0 for no effect and ±100 for the full control effect; nearly all actives have a fitted effect of over 75% in size; some results filed as inactive show a strong effect at the top dose
Target sequence (P49798 whole entry, looked up): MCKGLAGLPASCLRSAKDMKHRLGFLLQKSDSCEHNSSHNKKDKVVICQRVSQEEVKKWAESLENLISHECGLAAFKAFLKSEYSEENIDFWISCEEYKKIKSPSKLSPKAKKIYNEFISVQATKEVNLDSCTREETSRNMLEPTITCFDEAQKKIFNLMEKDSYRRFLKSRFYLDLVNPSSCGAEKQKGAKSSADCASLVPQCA
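MLSMR compounds (23 nl, pin-transferred) preincubated 10 min at room temperature with a 500nM (2x) first reagent, then RGS4 at 900nM (2x) plus Transcreener GDP mix added; fluorescence polarization (620/688 nm) read before and after 90 min at 30 °C.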
USP1-UAF1 inh – USP1/UAF1 (human) deubiquitinase inhibition | AID 743255 | Potency, µM (highest dose often 57.1 µM), without a hit: at the top dose activity change, negative = inhibition, most hits filed as inhibitors | O94782 | actives 0.23% (n = 390,000) | recombinant USP1/UAF1, Ub-Rhodamine cleavage fluorescence; also: potency is read from the fitted curve at half-maximal effect; % is scaled to controls: 0 for no effect and ±100 for the full control effect; nearly all actives have a fitted effect of over 60% in size; inactives centre near -12
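1 nM enzyme complex + cpd, 15 min RT; start with Ub-Rho 150nM final; kinetic fluorescence ex 480/em 540, 6 reads q60 s. Buffer 50mM HEPES pH 7.8, 0.5mM EDTA, 0.1 mg/ml BSA, 1mM TCEP, 0.01% Tween-20.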
rTrxR1 inhibitor – inhibitors of rat thioredoxin reductase 1. O89049. actives 1% (n = 390,000). Potency, µM (titrated, usually from 114 µM), without a hit: at the highest dose activity change, negative = inhibition, usual class: inhibitors. AID 588453. recombinant rTrxR1, NADPH fluorescence consumption, selenite substrate; also: potency is read from the fitted curve at half-maximal effect; % is scaled to controls: 0 for no effect and ±100 for the full control effect; nearly all actives have a fitted effect of over 65% in size
Target sequence (O89049 whole entry, looked up): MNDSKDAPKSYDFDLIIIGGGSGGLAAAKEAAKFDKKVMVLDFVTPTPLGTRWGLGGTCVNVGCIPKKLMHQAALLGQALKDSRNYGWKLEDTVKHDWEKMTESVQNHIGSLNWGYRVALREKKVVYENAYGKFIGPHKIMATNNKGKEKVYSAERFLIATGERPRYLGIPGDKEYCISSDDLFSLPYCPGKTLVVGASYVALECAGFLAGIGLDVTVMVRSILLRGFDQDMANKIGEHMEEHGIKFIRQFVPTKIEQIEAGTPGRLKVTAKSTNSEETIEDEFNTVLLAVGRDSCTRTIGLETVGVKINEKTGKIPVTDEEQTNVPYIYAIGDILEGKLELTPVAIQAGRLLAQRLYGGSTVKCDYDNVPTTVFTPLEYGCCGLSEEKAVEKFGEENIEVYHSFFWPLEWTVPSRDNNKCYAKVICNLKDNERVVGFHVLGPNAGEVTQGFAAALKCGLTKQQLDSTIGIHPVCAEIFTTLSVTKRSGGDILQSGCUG
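Rat TrxR1 (90 nM in the dispensed reagent) was pre-reduced with 400 uM NADPH for 5 min at room temperature, then incubated with compound for 15 min. After 400 uM selenite was added, NADPH fluorescence (Ex 340/Em 450 nm) was followed for 8 min.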
Glioma ERSR ind – ER stress response induction in glioma. Potency, µM, without a hit: top-dose activation, hits mostly activators. AID 602332. U87-MG GRP78 promoter luciferase reporter, 16 h. actives 0.02% (n = 420,000); also: potency is read from the fitted curve at half-maximal effect; series mostly up to about 76 µM; % of control where 0% means no effect; nearly all actives have a fitted effect of over 35% in size
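Stably transfected U87-MG human glioma cells carrying a GRP78-based luminescent sensor were seeded at 1000 cells/well, pin-dosed with compounds and incubated 16 h. Luciferase reagent was then added, and end-point luminescence was read after 10 min at room temperature.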
LDHA inh – inhibitors of human lactate dehydrogenase A. P00338. purified LDHA, NADH/diaphorase-resazurin fluorescence; stronger effect = lower value. activity change, % (values are at about 110 or 230 µM). actives 0.15% (n = 480,000). AID 1347041; in the data active = activity change below about -30%; inconclusive = mostly about -25% to -30%;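 also: plate controls were DMSO wells for no effect and wells without enzyme for full effect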
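Human LDH5 (2 nM) was incubated with 0.06 mM NADH and 0.2 mM pyruvate for 5 min at room temperature in Tris pH 7.4. Remaining NADH was coupled through diaphorase/resazurin, and resorufin fluorescence was read at 0 and 20 min.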
Vif-APOBEC3F blk – inhibitors of Vif-A3F interaction. Potency, µM (titrated, usually from 46.1 µM), without a hit: at the top dose activity, negative = active. AID 602313. actives 0.2% (n = 390,000). HeLa A3F-eYFP + Vif (tagged APOBEC3F with the HIV-1 protein that degrades it), YFP fluorescence increase; also: potency is read from the fitted curve at half-maximal effect; % of control where 0% means no effect; nearly all actives have a fitted effect of over 65% in size
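HeLa cells stably expressing A3F-eYFP plus Vif, plated and incubated overnight at 37 deg C, then exposed to compounds overnight at 37 deg C. Blocked degradation read as raised yellow fluorescence (Ex 488/Em 500-530).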
TrxR1 substrate – substrates of rat thioredoxin reductase 1. O89049. purified TrxR1 substrate turnover, NADPH consumption readout. Potency, µM (highest dose often 114 µM), for the others: at the top dose activity change, negative = substrate turnover. actives 0.01% (n = 390,000); also: potency is read from the fitted curve at half-maximal effect; % is scaled to controls: 0 for no effect and ±100 for the full control effect; nearly all actives have a fitted effect of over 50% in size
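Rat TrxR1, dispensed at 90 nM, was prereduced with 400 uM NADPH (final) for 5 min at ~22 deg C, then incubated with compound 15 min before 400 uM selenite. A first-read NADPH fluorescence drop versus no-compound background flagged substrates.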
* hit, by the source's call; ? = inconclusive; & = joins results of further samples; [ ] = remark or other dose. Unless noted, calls follow the shape of the dose curve; as a rule, active = well fitted curve in the direction sought with a large enough effect; inconclusive = small, poorly fitted or top-dose-only effect, or another doubt; inactive = no such curve, though single readings can be large; an effect the other way counts as inactive or inconclusive. The list is partial (hit frequency here may not be typical).

1: COc1cc(Br)c(CNc2cc(C)ccc2C)cc1OC
2: Cc1ccc(-c2csc(NC(=O)c3ccc(F)cc3)c2C(=O)O)cc1
3: CCn1cc(CNC(=O)c2cccc([N+](=O)[O-])c2)cn1
4: CCOC(=O)C1CCN(c2ncnc3nc[nH]c23)CC1
5: Cc1ccc(OCCn2c(C3CC(=O)N(Cc4ccc(F)cc4)C3)nc3ccccc32)c(C)c1 (stereo not drawn)
6: COc1ccc(CCNC(=O)C2CCCN(c3nc4ccccc4s3)C2)cc1OC (stereo not drawn)
7: CC(=O)c1c(N2CCOCC2)[nH]c(-c2ccccc2)nc1=S
8: CCNc1nc(NCC)nc(C(=O)OCCO)n1

Screen / compound no. | 1 | 2 | 3 | 4 | 5 | 6 | 7 | 8
Glioma ERSR ind | -4% | 4% | -1% | -1% | -5% | 2% | -4% | -1%
TrxR1 substrate | -6% | -2% | -5% | 3% | -12% | 5%[57.1 µM] | -2% | 5%
Vif-A3G inh | -28% | 1% | 1% | -2% | -3% | -1% | -3% | -2%
RGS4 inh | -14% | -9% | 0% | 22% | -20% | 8% | -45% | 3%
USP1-UAF1 inh | -22% | -26% | -14% | -23% | -11% | -24% | 3% | -12%
Vif-APOBEC3F blk | -1% | -11% | -13% | -7% | 4% | 8% | -4% | 2%
rTrxR1 inhibitor | 2% | 1% | -5% | 27% | 0% | 9%[57.1 µM] | -17% | 19%
IDH1 R132H inh | 13% | 37%[activator] | 4% | 4% | 4% | -1% | -4% | 2%
LDHA inh | -17 | -3 | -4 | -5 | 8 | -1 | 1 | -3

Arranged by heavy-atom count (high to low): seven of the compounds above.
5: Cc1ccc(OCCn2c(C3CC(=O)N(Cc4ccc(F)cc4)C3)nc3ccccc32)c(C)c1 (stereo not drawn)
6: COc1ccc(CCNC(=O)C2CCCN(c3nc4ccccc4s3)C2)cc1OC (stereo not drawn)
2: Cc1ccc(-c2csc(NC(=O)c3ccc(F)cc3)c2C(=O)O)cc1
7: CC(=O)c1c(N2CCOCC2)[nH]c(-c2ccccc2)nc1=S
1: COc1cc(Br)c(CNc2cc(C)ccc2C)cc1OC
3: CCn1cc(CNC(=O)c2cccc([N+](=O)[O-])c2)cn1
8: CCNc1nc(NCC)nc(C(=O)OCCO)n1

Screen / compound no. | 5 | 6 | 2 | 7 | 1 | 3 | 8
Glioma ERSR ind | -5% | 2% | 4% | -4% | -4% | -1% | -1%
TrxR1 substrate | -12% | 5%[57.1 µM] | -2% | -2% | -6% | -5% | 5%
Vif-A3G inh | -3% | -1% | 1% | -3% | -28% | 1% | -2%
RGS4 inh | -20% | 8% | -9% | -45% | -14% | 0% | 3%
USP1-UAF1 inh | -11% | -24% | -26% | 3% | -22% | -14% | -12%
Vif-APOBEC3F blk | 4% | 8% | -11% | -4% | -1% | -13% | 2%
rTrxR1 inhibitor | 0% | 9%[57.1 µM] | 1% | -17% | 2% | -5% | 19%
IDH1 R132H inh | 4% | -1% | 37%[activator] | -4% | 13% | 4% | 2%
LDHA inh | 8 | -1 | -3 | 1 | -17 | -4 | -3

(next part)
9: COc1ccc(Nc2cc(C)nc3nc(C)nn23)cc1Cl
10: O=C(NC(=S)NCCN1CCOCC1)c1ccccc1
11: Nc1ncnc2nc(SCc3ccc(Cl)cc3Cl)[nH]c12
12: CCOC(=O)C1(CC2CCCCO2)CCN(S(=O)(=O)c2ccsc2)CC1 (stereo not drawn)
13: O=C(NNC(=O)c1cccs1)c1csc(N2CCOCC2)n1
14: CCCn1c(SCC(=O)Nc2ccccc2N2CCCCC2)nc2c1c(=O)n(C)c(=O)n2C
15: COc1ccc(OC)c(NS(=O)(=O)c2ccc3c(c2)CCC(=O)N3)c1
16: O=C(NNC(=S)NC(=O)c1ccccc1)c1ccc(O)cc1

Screen / compound no. | 9 | 10 | 11 | 12 | 13 | 14 | 15 | 16
Glioma ERSR ind | -5% | 3% | -4% | -3% | 1% | -3% | -4% | 0%
TrxR1 substrate | -4%[57.1 µM] | -4% | 3% | 2% | -14% | 5%[11.4 µM] | -2% | -13%
Vif-A3G inh | -7% | -3% | -4% | 0% | -1% | -9% | 2% | 4%
RGS4 inh | -9% | 39% | 15% | 20% | -32% | 1% | -10% | -39%
USP1-UAF1 inh | -9% | 7% | -21% | -3% | -14% | -15% | -15% | -13%
Vif-APOBEC3F blk | -13% | -8% | -11% | -3% | 5% | -13% | 0% | -4%
rTrxR1 inhibitor | 16%[57.1 µM] | 4% | 11% | 27% | -12% | -1%[11.4 µM] | 8% | ?
IDH1 R132H inh | 9% | 17% | -2% | 1% | 0% | -5% | 12% | -1%
LDHA inh | -1 | -5 | -9 | -6 | 0 | 2 | 4 | -1

17: COc1ccc(N2CCN(C3CCCN(Cc4ccccc4OCCO)C3)CC2)cc1 (stereo not drawn)
18: CCCC(=O)NCCCCNC(=O)CCC
19: CC1(C)CC1C(=O)Nc1ccc([N+](=O)[O-])cc1Br (stereo not drawn)
20: COc1cc2c(cc1OC)CN(C(=O)CN1CCN(S(=O)(=O)c3ccc(C)c(C)c3)CC1)CC2
21: CCNC(=S)NNC(=O)c1cc(-c2cccnc2)nc2ccccc12
22: CC(=O)Nc1ccc(-c2cn3c(n2)SCC3)cc1
23: CC(Oc1cccc(Cl)c1)C(=O)Nc1ccccc1N1CCCC1 (stereo not drawn)
24: Cc1cc(C)cc(NC(=O)CSc2nnc(CNC(=O)c3c(F)cccc3Cl)o2)c1

Screen / compound no. | 17 | 18 | 19 | 20 | 21 | 22 | 23 | 24
Glioma ERSR ind | -5% | -4% | 1% | 1% | 2% | 7% | 1% | -1%
TrxR1 substrate | 12% | -18% | 2%[57.1 µM] | -4% | 9%[57.1 µM] | 11%[57.1 µM] | -1% | 1%
Vif-A3G inh | -2% | -1% | 1% | 1% | 0% | 1% | -2% | -2%
RGS4 inh | -5% | -1% | 6% | 15% | -20% | -40% | 3% | -14%
USP1-UAF1 inh | -10% | 7% | -14% | -27% | 4% | -4% | -6% | -5%
Vif-APOBEC3F blk | 0% | 2% | 3% | 4% | -20% | ? | ? | 5%
rTrxR1 inhibitor | 25% | -14% | -7%[57.1 µM] | -13% | -30%[57.1 µM] | 37%[activator][57.1 µM] | -2% | 5%
IDH1 R132H inh | 0% | 8% | 23% | 6% | -5% | 11% | 1% | 18%
LDHA inh | 1 | -5 | -6 | -2 | -3 | -5 | 5 | -4

25: Nc1[nH]n(-c2c(Cl)cc(Cl)cc2Cl)c(=O)c1N=Nc1ccc(S(=O)(=O)Nc2ncccn2)cc1
26: COc1ccc(C(=O)NCCSc2ccccc2C)cc1
27: Cc1cc(-c2ccccc2)nc(N(C)NC(=O)C(C)(C)C)c1S(C)(=O)=O
28: Cc1nn(Cc2noc(C(=O)NCc3cccc(F)c3)n2)c(C)c1Br
29: CCOC(=O)N1CCC(N2C(=O)c3ccccc3C2=O)CC1
30: c1ccc(-c2nc(-n3ccnc3)nc(-n3ccnc3)n2)cc1
31: COc1ccc(NS(=O)(=O)c2cc(C)ccc2C)cc1
32: Cc1ccc(Cl)cc1NC(=O)c1cc(S(=O)(=O)N2CCOCC2)cn1C

Screen / compound no. | 25 | 26 | 27 | 28 | 29 | 30 | 31 | 32
Glioma ERSR ind | -3% | 0% | -2% | -1% | -4% | -5% | -5% | -3%&-2%
TrxR1 substrate | -16% | -6% | -3% | 0% | 10%[57.1 µM] | 2% | -3% | 10%[57.1 µM]
Vif-A3G inh | -11% | -9% | -2% | -4% | -1% | 1% | -27% | 0%&-1%
RGS4 inh | 6% | 11% | -4% | -3% | 13% | -13% | -26% | 7%&-12%
USP1-UAF1 inh | -4% | -17% | 6% | -20% | -16% | -19% | -4% | -1%&1%
Vif-APOBEC3F blk | -16% | 3% | 4% | -3% | -1% | -9% | -7% | -13%&0%
rTrxR1 inhibitor | -8% | 12% | 13%[57.1 µM] | 11% | 5%[57.1 µM] | 12% | -14% | 9%[57.1 µM]
IDH1 R132H inh | -26% | 7% | -1% | 0% | 0% | -7% | 3% | -8%&-12%
LDHA inh | -4 | -2 | -4 | -2 | -3 | 0 | 1 | -3&-6

33: O=c1c2ccccc2nc(N/N=C/c2c(O)ccc3ccccc23)n1O
34: CCCNC(=O)c1ccc(N2CCC3(CC2)CC(c2cccc(Br)c2)=NO3)c(N)c1
35: COc1ccc2oc(C(=O)OCC(=O)N3CCN(S(=O)(=O)c4ccc(C)cc4)CC3)c(C)c2c1
36: Cc1nn(CC(=O)Nc2ccncc2)c(C)c1[N+](=O)[O-]

Screen / compound no. | 33 | 34 | 35 | 36
Glioma ERSR ind | -7% | -3% | -6% | -3%
TrxR1 substrate | -16% | 12%[57.1 µM] | 18% | -3%
Vif-A3G inh | -18% | -1% | -2% | -1%
RGS4 inh | -18% | -4% | -8% | 2%
USP1-UAF1 inh | -10% | -13% | -11% | 1%
Vif-APOBEC3F blk | -1% | 5% | 1% | 1%
rTrxR1 inhibitor | -24% | 15% | 36%[activator] | -9%
IDH1 R132H inh | 5% | -9% | 1% | 2%
LDHA inh | 20 | 3 | -5 | 2

Screening data deposited in PubChem BioAssay by National Center for Advancing Translational Sciences (NCATS).
